Screening data: PubChem BioAssay, Fisher Drug Discovery Resource Center
hcGAS inh = inhibitors of human cGAS; Q8N884; recombinant h-cGAS, ATP depletion, Kinase-Glo luminescence; AID 1259398; inhibition, % at 12.5 µM; 290,000 tested, 0.081% active;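 also: 0% = vehicle reaction and 100% = reaction without DNA for no activity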
Target sequence (Q8N884 whole entry, looked up): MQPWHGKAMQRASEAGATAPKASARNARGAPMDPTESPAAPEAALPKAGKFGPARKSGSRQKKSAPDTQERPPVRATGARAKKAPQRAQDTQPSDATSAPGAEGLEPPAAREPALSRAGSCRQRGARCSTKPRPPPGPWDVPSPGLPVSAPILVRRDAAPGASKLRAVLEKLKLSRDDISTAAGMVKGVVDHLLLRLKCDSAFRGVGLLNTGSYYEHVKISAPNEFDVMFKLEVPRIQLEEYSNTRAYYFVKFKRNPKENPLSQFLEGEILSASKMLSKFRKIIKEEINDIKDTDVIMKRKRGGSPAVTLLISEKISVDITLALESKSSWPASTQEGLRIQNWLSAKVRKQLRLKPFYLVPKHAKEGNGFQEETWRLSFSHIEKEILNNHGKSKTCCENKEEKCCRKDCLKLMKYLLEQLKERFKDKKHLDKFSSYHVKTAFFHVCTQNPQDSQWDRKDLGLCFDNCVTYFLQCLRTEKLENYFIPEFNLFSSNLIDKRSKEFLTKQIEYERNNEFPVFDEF
NPYLR7 agonist = activates Aedes aegypti NPYLR7 receptor. activation, % at 10 µM. 270,000 tested, 0.15% active. HEK293T NPYLR7/Galpha15, GCaMP6s calcium fluorescence; in the data active = activation above about 40%;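 also: 0% = vehicle and 100% = reference agonist at the receptor; some compounds past the cut are filed as inactive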
mcGAS inh = mouse cGAS inhibition by luminescence. recombinant cGAS, Kinase-Glo ATP depletion luminescence. Q8C6L5. inhibition, % at 12.5 µM. 160,000 tested, 0.15% active;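 also: 0% = negative control wells and 100% = reference inhibitor with no enzyme activity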
* marks the source's active call; other numbers are inactive results; x = no result given; & = joins results of further samples. Rule as the data show it, unless noted: active = inhibition above about 40%; inactive = the rest. No enrichment for hits, and some 0.27% of all compounds hit somewhere here.

SMILES	hcGAS inh	NPYLR7 agonist	mcGAS inh
O=c1c(Cl)c(Nc2ccc3c(c2)CCC3)cnn1-c1ccccc1	-7.7	2.2	x
O=C1Cc2cc(S(=O)(=O)NC3CCCCC3)ccc2N1	1.5	2.1	-1.1
CN(Cc1ccc(C(F)(F)F)cc1)c1ncnc(Cl)c1N	-4.2	-4.6	x
Cc1nc(N2CCOCC2)nc(N2CCCCC2C)c1[N+](=O)[O-] (stereo not drawn)	7.5	0.2	x
Cc1cc(NC(=O)C(C)Oc2ccccc2)n(-c2ncnc3c2cnn3-c2ccc(Cl)cc2)n1 (stereo not drawn)	-7.7	7.7	-10.1
Cc1cc(Cl)c(Cl)cc1S(=O)(=O)NCc1ccco1	-2.4	3.2	x
CCC(=O)N1CCN(C(=O)c2cn(CC3CCCO3)cc3c(=O)n(-c4ccccc4)nc2-3)CC1 (stereo not drawn)	-7.6	-0.5	-9.2
COc1ccc(CCN(C)c2cc(Cl)nc(SCc3cccc(C(=O)N4CCN(c5cccc(Cl)c5)CC4)c3)n2)cc1OC	-1.8	10.9	-3.6
O=S(=O)(Cc1ccccc1)NCC1CCCO1 (stereo not drawn)	-8.4	12.6	x
CC(C)(C)c1cc2nc(C(=O)N3CCN(c4ccccc4Cl)CC3)cc(-c3ccccc3F)n2n1	-6.5	8.9	-6.3
Oc1ccc2ccccc2c1SSc1c(O)ccc2ccccc12	-5.3	-9.4	x
CC1(C)C[C@H]2C[C@@H](O)[C@H](NC(=O)Nc3ccccc3)[C@]2(O)CO1	2.7	1.8	-8.5
COC(=O)c1ccc(N2C(=O)CSC2c2cccc(Br)c2)cc1 (stereo not drawn)	-11.3	-5.5	x
Cc1ccc(-c2csc(-n3nc(C)cc3NC(=O)C(C)(C)C)n2)cc1	-4.1	-8.0	-8.3
Cc1ccc(NC(=O)N(CC(=O)N2CCc3sccc3C2COc2ccccc2C)C2CC2)cc1 (stereo not drawn)	2.4	-2.6	0.5
N#Cc1ncn(Cc2cc(F)cc3c2OC(c2ccccc2)OC3)n1 (stereo not drawn)	2.4	-1.1	x
O=C(OC1CCOC1=O)c1ccc(S(=O)(=O)N2CCCCCC2)cc1 (stereo not drawn)	14.6	-4.8	x
Cc1noc(-c2cccc(C(F)(F)F)c2)c1C(=O)NCCCN1CCOCC1	1.5	-0.1	-0.5
Cc1ccc(CN2CCC(CN(C)Cc3sc(N4CCCC4)nc3Cl)CC2)o1	-9.5	5.2	-12.7
COc1ccc(CC(=O)NC(Cc2ccccc2)c2nnc(SCc3cccc(C)c3)n2-c2ccc([N+](=O)[O-])cc2)cc1 (stereo not drawn)	-1.2	3.2	-3.3

Structural class, the entries above containing a halogen.
SMILES	hcGAS inh	NPYLR7 agonist	mcGAS inh
O=c1c(Cl)c(Nc2ccc3c(c2)CCC3)cnn1-c1ccccc1	-7.7	2.2	x
CN(Cc1ccc(C(F)(F)F)cc1)c1ncnc(Cl)c1N	-4.2	-4.6	x
Cc1cc(NC(=O)C(C)Oc2ccccc2)n(-c2ncnc3c2cnn3-c2ccc(Cl)cc2)n1 (stereo not drawn)	-7.7	7.7	-10.1
Cc1cc(Cl)c(Cl)cc1S(=O)(=O)NCc1ccco1	-2.4	3.2	x
COc1ccc(CCN(C)c2cc(Cl)nc(SCc3cccc(C(=O)N4CCN(c5cccc(Cl)c5)CC4)c3)n2)cc1OC	-1.8	10.9	-3.6
CC(C)(C)c1cc2nc(C(=O)N3CCN(c4ccccc4Cl)CC3)cc(-c3ccccc3F)n2n1	-6.5	8.9	-6.3
COC(=O)c1ccc(N2C(=O)CSC2c2cccc(Br)c2)cc1 (stereo not drawn)	-11.3	-5.5	x
N#Cc1ncn(Cc2cc(F)cc3c2OC(c2ccccc2)OC3)n1 (stereo not drawn)	2.4	-1.1	x
Cc1noc(-c2cccc(C(F)(F)F)c2)c1C(=O)NCCCN1CCOCC1	1.5	-0.1	-0.5
Cc1ccc(CN2CCC(CN(C)Cc3sc(N4CCCC4)nc3Cl)CC2)o1	-9.5	5.2	-12.7

Further compounds follow.
SMILES	hcGAS inh	NPYLR7 agonist	mcGAS inh
CC1(C)Oc2ccc(NC(=O)c3ccnc(NC4CC4)c3)cc2O1	-9.9	-1.9	x
Cc1ccc(C)c(NC(=O)CSc2nc(=O)n3ccccc3n2)c1	-7.5	2.3	-9.4
COCCNc1cc(-c2ncnc3c2CCC3)c2cc[nH]c2n1	-5.9	0.5	-12.1
CCN(CC)C(=O)Cn1nc(C)c2ccccc2c1=O	-5.8	14.8	-7.1
CSCC(=O)N1CCCC(CNC(=O)c2ccc(-c3ccccc3)cc2)C1 (stereo not drawn)	-7.6&-2.7	7.8&12.3	-5.1
CN(C)c1ccc(NC(=O)CC(C)(C)C)cc1CN(Cc1ccco1)C(=O)c1ccccc1Cl	0.6	15.1	-3.4
CC(C)c1nnc(-c2cc3ccccc3n2CC(=O)N2CCCC2)o1	-2.9	-11.8	-8.2
Cn1c(=O)c2c(SCC(=O)N3CCOCC3)nc(-c3ccccc3F)nc2n(C)c1=O	-4.5	-5.1	-8.5
Oc1ccccc1-c1nc2ccccc2s1	-21.3	13.2	-4.9
Cc1nc2c(-c3ccccc3)c(C)nn2c(NCCN(C)C)c1Cc1ccccc1	-4.5	-2.1	-5.4
O=C(CCCSc1ccc(NC(=O)c2cccs2)nn1)Nc1ccccn1	-1.4	0.7	-6.5
CCOC(=O)c1cnc(-c2cccnc2)nc1NC(CC)c1ccccc1 (stereo not drawn)	-1.6	11.1	-6.7
COc1ccc(C2C=C(C(=O)O)Nc3c(C(N)=O)nnn32)cc1 (stereo not drawn)	-1.0	-1.0	x
CCOc1ccccc1N1CCN(C(=O)c2csc(CN(CCOC)C(=O)Nc3ccccc3F)n2)CC1	-9.4	10.9	-5.2
CC(CC(=O)Nc1c(-c2cccc(F)c2)nc2ccccn12)CC(C)(C)C (stereo not drawn)	-7.6	-1.2	-8.3
COC1CCCC1OC(=O)C1CC1c1cccc(C#N)c1 (stereo not drawn)	-7.6	-2.7	x
Cc1ccc(N=C2SCCCN2C(=O)c2sccc2C)cc1Cl	-1.2	2.1	x
CCCOCCN1CCN(c2ncnc3[nH]ccc23)CC1	-5.1	3.0	-11.4
COC(CNS(=O)(=O)c1cc(C(F)(F)F)ccc1C(F)(F)F)OC	3.9	-0.9	x
CC(CCCCC(=O)Nc1ccc(C(F)(F)F)cc1)NCCc1cnc[nH]1 (stereo not drawn)	-1.5	-1.4	x

Some entries already given, limited to hcGAS inh and NPYLR7 agonist:
SMILES	hcGAS inh	NPYLR7 agonist
CC(CCCCC(=O)Nc1ccc(C(F)(F)F)cc1)NCCc1cnc[nH]1 (stereo not drawn)	-1.5	-1.4
Oc1ccccc1-c1nc2ccccc2s1	-21.3	13.2

The results go on:
SMILES	hcGAS inh	NPYLR7 agonist	mcGAS inh
O=S(=O)(c1ccccc1)c1nc(NC2CC2)sc1Cl	-2.2	2.5	x
CSc1nc2ccccc2n1CN1CCN(c2ccc(F)cc2)CC1	-3.2	0.0	x
CC(C)c1cc(NC(=O)c2ccc(CN3CC=CC3)cc2)n(C)n1	-2.0	-5.2	x
CCc1ccc(C(=O)NC2CCN(CC3CCCO3)CC2)[nH]1 (stereo not drawn)	-10.6	x	-5.9
Cc1cc(C)c2c(n1)nn1c(N3CCCCC3)cc(C)nc21	-7.2	-1.5	-8.0
CC(C)[C@@H]1CC[C@@H](C)C[C@H]1OCC(=O)N1CCN(Cc2cc(=O)c(OCc3ccc(C(C)(C)C)cc3)co2)CC1	-8.8	22.6	-5.1
CCN(CC)c1cc(C)nc(SCc2cccc(C(=O)NCCOC)c2)n1	-2.7	-1.6	-5.8
CS(=O)(=O)c1ccc(C(O)CN2CCCC2CN2CCc3ccccc32)cc1 (stereo not drawn)	-8.1	-3.5	x
COc1cc2nc(-c3ccc(C)o3)cc(C(=O)NC3CCCC(C)C3C)c2cc1OC (stereo not drawn)	-4.1	6.5	-6.1
CC(C)OCCNC(=O)c1cc(N(C)C2CCCCC2)nc2ccccc12	-3.3	2.8	-4.7
COc1ccc(Cl)cc1NC(=O)N[C@@H](Cc1ccccc1)C(=O)N1CCC(C(=O)N2CCOCC2)CC1	-3.0	14.8	-6.2
Brc1cnc2nc(-c3ccccc3)[nH]c2c1	-2.1	22.8	-7.8
COc1cc(N2C[C@H]3CC=C(C)C[C@H]3C2)ncn1	-4.4	0.3	x
CC(C)N(C(=O)Cn1cc(SCC(=O)NC(C)(C)C)c2ccccc21)C(C)C	-4.0	-5.3	-6.4
CC(C)n1c2ccccc2n2c(=S)[nH]nc12	-5.6	-4.6	x
O=C(Nc1cc(-c2ccccc2)nn1-c1cccc(F)c1)c1ccccc1F	-7.8	18.2	-8.5
Cc1c(C)n2c3c(=O)n(C)c(=O)n(C)c3nc2n1-c1ccccc1O	-9.9	19.5	x
CC1CCCN(S(=O)(=O)c2ccc(NCC(C(C)C)N3CCOCC3)c([N+](=O)[O-])c2)C1 (stereo not drawn)	-4.4	-2.6	x
c1ccc2c(c1)CN(CC1CCCOC1)Cc1ccccc1-2 (stereo not drawn)	-3.6	0.3	x
Cc1ccc2nc(-c3cccc(Cl)c3)c(NC(C)(C)C)n2c1	-2.5	4.7	-6.8
CNc1c(C(=O)O)ccc2c1C(=O)c1ccccc1C2=O	-5.0	2.9	-7.2
CSc1cccc(NC(=O)C2CCCCN2S(=O)(=O)c2ccc(C)cc2)c1 (stereo not drawn)	-8.2	-2.3	x
CC(=O)Oc1c(-c2ccc(NS(=O)(=O)c3ccc(C)cc3)cc2)c(-c2ccc(N(C)C)cc2)nn1-c1ccc(C)cc1C	-7.0	-3.1	-7.7
CCC(=O)Nc1cc(-c2ccccc2)nn1-c1ccc(Br)cc1	-1.3	22.7	-6.4
CCCCCCCCCCCCCCCCCCOCC(COP(=O)(O)OCC[N+](C)(C)C)OC (stereo not drawn)	-1.3	-3.7	-3.7
Cc1sc2nc(C(C)N3CCc4ccccc43)[nH]c(=O)c2c1C (stereo not drawn)	-4.9	5.6	-5.0
CCc1cccc(NC(=O)C(=O)NCC2(O)CCCCC2)c1	3.9	1.3	x
Cc1cn2c3c(=O)n(CCN4CCCCC4)c(=O)n(C)c3nc2n1C1CCCCC1	-15.7	14.1	x
CCOC(=O)c1cc(-c2ccc(CC)cc2)n(C2CCN(C(=O)c3cccc(Cl)c3)CC2)n1	-7.0	2.1	-6.7
O=C(NCCN1CCCC1)c1ccccc1N1CCC(NC(=O)C2CCCC2)CC1	-9.9	24.4	-7.8
CCCC(=O)Nc1nnc(CC(=O)N/N=C\c2ccc(O)cc2)s1	-5.4	-2.7	-5.9
CN(C)S(=O)(=O)N1CCN(c2cc(-c3ccccc3)nc3ncnn23)CC1	-1.4	-4.0	-4.3
CC(C)(C)NC(=O)c1cnn2c1NC(c1cccs1)CC2C(F)(F)F (stereo not drawn)	-2.5	0.8	-2.8
Cc1ccc(-n2ncc3c(C(C)C)nnc(SCC(=O)NC(C)C)c32)cc1C	-5.2	-16.6	-11.6
CCCc1n[nH]c(=S)n1CC(=O)Nc1ccc(N(C)C(C)C)c(F)c1	-5.3	-3.2	x
CCc1nnsc1C(=O)Nc1ncc([N+](=O)[O-])s1	4.7	11.2	x
O=C(NCc1nnnn1-c1ccccc1)c1ccc(Br)o1	-8.3	2.5	-7.7
O=C(CC1C=CCC1)N1CCC(OC2CCOC2)CC1 (stereo not drawn)	-1.0	-0.9	x
COCCNC(=O)[C@@]1(OCc2cccc(F)c2)CC(OCc2ccccc2C#N)[C@H](O)[C@H](O)C1 (stereo partly drawn)	-3.7	2.5	-7.4
CC(=O)NC(CC(C)C)C(=O)O (stereo not drawn)	-2.2	12.0	x
Cc1c(N2CCOCC2)c(C)n(Cc2cccc(C(F)(F)F)c2)c1C(=O)Nc1ccc(C(C)C)cc1	-3.7	12.8	-3.7
O=C(Oc1cccc2cccnc12)c1ccccc1I	-1.3	-13.5	-0.3
O=C(NC1CC(=O)N(CCCc2ccccc2)C1)C1CCCC1 (stereo not drawn)	-6.2	9.3	x
COc1cccc(Cn2nc(C(=O)N3CCCC(O)C3)c3c2CCN(Cc2cccnc2)C3)c1 (stereo not drawn)	-2.0	11.8	-16.6
O=C(Nc1ccc(CNS(=O)(=O)c2ccc3c(c2)CCC3)cc1)c1ccco1	-3.8	4.8	x
COC(=O)[C@@H]1C[C@@H](N(C)C)CN1Cc1cccc(-n2nc(C)cc2C)c1	-5.2	6.1	x
Cc1[nH][nH]c(=O)c1C(c1ccc(C#N)cc1)c1c(C)[nH][nH]c1=O	-5.3	7.6	x

Full records, looked up by structure. Order of screens: hcGAS inh	NPYLR7 agonist	mcGAS inh
Shown for `O=C(Nc1ccc(CNS(=O)(=O)c2ccc3c(c2)CCC3)cc1)c1ccco1` = -3.8	4.8	x
Shown for `O=C(NC1CC(=O)N(CCCc2ccccc2)C1)C1CCCC1` (stereo not drawn) = -6.2	9.3	x
Shown for `COc1cccc(Cn2nc(C(=O)N3CCCC(O)C3)c3c2CCN(Cc2cccnc2)C3)c1` (stereo not drawn) = -2.0	11.8	-16.6
